CXCR6 inh = CXCR6 receptor inhibitors, primary screen, cell-based, beta-arrestin, luminescence, CHO-K1 PathHunter, 1536-well; C-X-C chemokine receptor type 6 (Homo sapiens), O00574; 360,000 compounds, 0.36% hits; inhibition, % at 20 µM; in the data active means inhibition above about 34%, passing the limit was not always enough;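 further: antagonist mode with CXCL16 agonist at 10 nM final; 0% = 10 nM CXCL16 with DMSO and 100% = unstimulated wells without agonist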
Target sequence (O00574 whole entry, looked up): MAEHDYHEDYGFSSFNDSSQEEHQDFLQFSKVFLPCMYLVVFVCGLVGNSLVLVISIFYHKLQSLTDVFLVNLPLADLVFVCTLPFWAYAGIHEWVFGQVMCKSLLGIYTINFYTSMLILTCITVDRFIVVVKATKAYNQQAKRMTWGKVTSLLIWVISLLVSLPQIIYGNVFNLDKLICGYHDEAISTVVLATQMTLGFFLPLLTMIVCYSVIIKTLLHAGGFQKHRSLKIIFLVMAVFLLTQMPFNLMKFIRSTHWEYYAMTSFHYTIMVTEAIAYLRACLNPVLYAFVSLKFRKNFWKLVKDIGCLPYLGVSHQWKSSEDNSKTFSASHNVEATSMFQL
EBI2 block = EBI2 receptor antagonists, beta-arrestin recruitment, primary screen, cell-based, luminescence, 7a,25-OHC stimulation, uHTS; G-protein coupled receptor 183 (Homo sapiens), P32249; 360,000 compounds, 0.81% hits; 7a,25-OHC stimulated; inhibition, % at 5 µM; in the data active means inhibition above about 38%;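 further: enzyme fragment complementation signal reports receptor beta-arrestin coupling in cells; 0% = agonist plus DMSO wells and 100% = wells without agonist; some results beyond the cut were filed as inactive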
Target sequence (P32249 whole entry, looked up, the tested form may be a part): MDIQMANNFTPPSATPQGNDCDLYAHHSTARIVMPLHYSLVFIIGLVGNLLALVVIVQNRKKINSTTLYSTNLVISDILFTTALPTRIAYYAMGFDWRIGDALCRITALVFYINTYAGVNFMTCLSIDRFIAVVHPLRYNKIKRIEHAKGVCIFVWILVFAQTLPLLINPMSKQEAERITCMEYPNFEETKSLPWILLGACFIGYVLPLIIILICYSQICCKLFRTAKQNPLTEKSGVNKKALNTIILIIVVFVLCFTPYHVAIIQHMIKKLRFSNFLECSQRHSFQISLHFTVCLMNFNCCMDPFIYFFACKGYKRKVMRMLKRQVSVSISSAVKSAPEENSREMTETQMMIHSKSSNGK
* hit, by the source's call. An excerpt; the hit share may differ from the screen's.

SMILES	CXCR6 inh	EBI2 block
CC1C(=O)N(Cc2cn(CC3CCCCC3)nn2)CCS(=O)(=O)N1Cc1ccc(-c2ccc(Cl)cc2)cc1 (stereo not given)	-0.1	15.9
C(=C\c1ccccc1)/CN1CCN(C(c2cccc3ccccc23)c2nnnn2C2CCCC2)CC1 (stereo not given)	12.6	29.5
CCOC(=O)C1=CCN(S(=O)(=O)c2ccccc2F)C1c1ccc(C)cc1 (stereo not given)	4.2	2.0
CN(Cc1ccccc1)C(CNS(=O)(=O)c1ccccc1)c1ccccc1 (stereo not given)	6.4	6.6
CCOc1ccc(C2CC=C(C(C)=O)CN2S(=O)(=O)c2ccc(C)cc2)cc1 (stereo not given)	-13.4	-3.6
CC1CN(S(=O)(=O)c2cccc(C(=O)N(C)C3CCCCC3)c2)CC(C)O1 (stereo not given)	4.8	-5.3
CC1(C)CC(=O)C=C(c2n[nH]nc2-c2ccccc2)C1	1.2	-4.6
CCN(CC)C(=O)C1=C(C)N(CCCN2CCCC2=O)C(=O)C(CC(=O)NCCCCc2ccccc2)C1 (stereo not given)	4.2	0.1
C=CCn1c(SCC(=O)Nc2ccc(Br)cc2)nc(O)cc1=O	4.7	-7.2
Cc1ccc(S(=O)(=O)N2C[C@H]3C(=O)C[C@@H](c4ccccc4)N(S(=O)(=O)c4ccc(C)cc4)[C@H]3C[C@H]2c2cccs2)cc1	2.6	-3.5
O=C(CCc1c[nH]c2ccccc12)N1CCN(S(=O)(=O)c2ccc([N+](=O)[O-])cc2)CC1	-11.5	-10.3
COC(=O)c1cccc(CN2C(=O)C(C)Sc3ccc(C(C)=O)cc32)c1 (stereo not given)	-1.1	4.9
C[C@@H]1CN([C@H](C)CO)C(=O)CCCn2nncc2CO[C@@H]1CN(C)C(=O)c1ccncc1	2.2	0.2
O=C(NCCOc1ccccc1)C1CCN(C(=O)Nc2ccccc2)CC1	2.8	18.8
CCOC(=O)C1(C)CCCN(C(=O)c2cccnc2)C1 (stereo not given)	3.9	1.2
Cc1noc(C)c1S(=O)(=O)N(C)C[C@H]1OCCCC[C@@H](C)Oc2ccc(NS(=O)(=O)c3cn(C)cn3)cc2C(=O)N([C@H](C)CO)C[C@@H]1C	-9.6	-11.1
CC(=O)Nc1cc(-c2ccc(C(=O)NC3CC3)cc2)cn2c(-c3cccc(C(F)(F)F)c3)cnc12	1.8	20.1
CC(NC(=O)c1ccc2nc(Cc3cccc(Cl)c3)oc2c1)c1ccncn1 (stereo not given)	-7.2	0.5
CNC(=O)C1Cc2c(-c3cccc(F)c3)ccnc2O1 (stereo not given)	-13.6	-8.7
CC(C)NC(=O)C1(C)CCCN1C(=O)c1ccc2c(c1)C(C)(C)CCC2(C)C (stereo not given)	18.2	2.6
CN1CCN(C(=O)c2cccc(-c3ccc4nncn4c3)c2)CC1	-11.3	5.5
O=C(NCc1cc(Cl)cc(Cl)c1)c1ccc2sc([C@@H]3O[C@H](CO)[C@H](O)[C@H](O)[C@H]3O)nc2c1	7.6	-9.2
CC1(C(=O)NS(=O)(=O)c2ccc(C#N)cc2)CCN1C(=O)Cc1cc(F)ccc1F (stereo not given)	-1.9	-5.6
COc1cccc(OC2(C)CCN(Cc3cccn3-c3nccs3)C2)c1 (stereo not given)	2.3	9.4
CC1(C(=O)Nc2ccc(Cl)c(Cl)c2)CCN1C(=O)CC1CCCC1 (stereo not given)	-12.8	10.6
COc1ccc(CCN2CC(=O)NC(=O)C2)cc1OC	3.7	-9.0
COc1ccc(Nc2nnc(SCC(=O)N(CC(C)C)C3CCS(=O)(=O)C3)s2)cc1 (stereo not given)	-8.3	4.3
CCN(C(=O)Nc1cccc2ccccc12)c1ccccc1	-2.5	5.3
Fc1cccc(Cc2c(-c3ccc(Cl)cc3)nc3ccc(Br)cn23)c1	9.8	31.3
CC1(C(=O)NS(=O)(=O)Cc2cccc(Cl)c2)CCN1C(=O)Cc1ccc(-c2ccccc2)cc1 (stereo not given)	-0.2	-8.2
CC(C)(C)c1ccc(CC(=O)N2CCC2(C)C(=O)NS(=O)(=O)c2cccc(F)c2)cc1 (stereo not given)	-5.3	2.6
O=C(Nc1ccc(F)cc1)c1cnccn1	4.9	-14.9
O=C(Nc1cccc(Oc2ccccc2)c1)c1ccc(-n2cncn2)c2ccoc12	-1.0	0.2
CNC(=O)C[C@@H]1C(=O)N(Cc2ccccc2)CC1(C)C	7.6	-9.7
COCCNC(=O)C1(C)CCN(C(=O)c2ccc(SC(F)(F)F)cc2)C1 (stereo not given)	2.4	3.1
CCCCCC(=O)N1C[C@H](n2cc(C3CC3)nn2)[C@@H](O)C[C@@H]1c1ccc(C)cc1	12.9	-6.0
Cn1cc(-c2csc(C(O)c3ccccc3)n2)cn1 (stereo not given)	5.8	3.0
NC(COCc1ccccc1)c1csc(Nc2nccc(C(F)(F)F)n2)n1 (stereo not given)	-5.7	-4.2
COc1ccc(NC(=O)c2ccncc2)cc1S(=O)(=O)N1CCCCC1	0.3	-8.6
OC(c1cccc(Cl)c1)c1nc(-c2ccoc2)cs1 (stereo not given)	-0.3	12.6
CC(C)C[C@@H](CN1CCC[C@@H]1CN1C(=O)C(=O)NC[C@@H]1Cc1ccccc1)N1C[C@H](Cc2ccccc2)N(CC2CCCCC2)C(=O)C1=O	9.5	-0.2
CC1(C)CC(=O)C2=C(C1)NC(=O)CC2	-1.9	-2.1
COCCNC(=O)C1(C)Cc2c(-c3ccc(NC(C)=O)cc3)ccnc2O1 (stereo not given)	1.2	-3.3
O=C1c2ccccc2C(=O)N1CCC#C/C=C1\c2ccccc2C(=O)N1c1ccccc1	-0.8	8.7
CSc1ccc(CNC(=O)C2(C)CCCN2CC(C)C)cc1 (stereo not given)	6.8	9.6
CCOc1cc(OCC)cc(C(=O)N2CCC[C@@H]2C(=O)N2CCC[C@H]2C(=O)NCc2ccncc2)c1	-4.4	3.0
COc1ccc(-c2nc3ccc(Br)cn3c2Cc2ccsc2)cc1OC	-2.3	-10.0
CC1=C(C(=O)N(C)C)CC(CC(=O)NCCc2ccccn2)C(=O)N1CCCN1CCCC1=O (stereo not given)	-4.6	-11.9
COc1ncnc2c1ncn2CCCN1CCN(C(=O)C2CC2)CC1	3.5	-14.4
CCNC(=O)C1(C)CCCN(C(=O)c2cccc(C)c2C)C1 (stereo not given)	4.8	4.1
COC(=O)[C@@]1(Cc2ccc(F)cc2)[C@H]2c3cc(C(=O)N(C)C)n(Cc4ccc(C)c(F)c4F)c3C[C@H]2CN1C(=O)c1ccccc1	8.6	10.4
COc1cc(C)ccc1OCc1cc(C(=O)NC2CCOCC2)no1	-0.9	-6.6
C[C@@H]1CN([C@H](C)CO)C(=O)CCCn2nncc2CO[C@@H]1CN(C)C(=O)Nc1ccnc(N2CCOCC2)c1	-2.2	-2.9
COc1ccc(C2=NN(CCC(=O)NC3CCCCC3C)C(=O)CC2)cc1 (stereo not given)	7.8	2.6
CCCOc1ccc(F)cc1-c1cc(C(=O)Nc2ccc(OC)nc2)[nH]n1	2.8	23.6
COc1ccc(-c2nc3ccc(Br)cn3c2Cc2cccc(F)c2)cc1OC	10.4	14.3
CC1=C(C(=O)N(C(C)C)C(C)C)CC(CC(=O)NC(c2ccccc2)c2ccccc2)C(=O)N1CCC1=CCCCC1 (stereo not given)	37.4	33.3
CC1(C(=O)NS(=O)(=O)c2cccc(Cl)c2)CCN1C(=O)CC1CCCCC1 (stereo not given)	-1.7	-15.9
CN[C@H]1C[C@H]2c3[nH]c4ccc(-c5cccc(C)c5)cc4c3CCN2C[C@H]1[C@H](C)O	-21.7	8.6
CN1CCN(C(=O)OC2CC3CC2[C@H]2CCCCN2C3=O)CC1 (stereo not given in full)	-4.8	-6.1

(list continues)
smiles	CXCR6 inh	EBI2 block
CCc1c(O)nc(SCC(=O)Nc2c(C)cccc2C)n(-c2ccc(F)cc2)c1=O	-3.1	-3.8
COc1cc2c(cc1OC)C(=NO)CCCC2	-1.0	2.0
CC1(C(=O)NS(=O)(=O)c2cccs2)CCN1C(=O)c1ccco1 (stereo not given)	-3.1	-3.4
CN1CCN(C2CN(Cc3ccccc3)S(=O)(=O)C2)CC1 (stereo not given)	0.5	-2.9
O=C(O)c1ccc(CN2C[C@@H](CO)O[C@@H](n3cnc4c(N5CCOCC5)ncnc43)C2)cc1	-2.3	-9.0
O=C(Nc1cccc(C(=O)O)c1)/C(=C\c1ccccc1)NC(=O)c1ccc(Br)o1	4.5	4.0
CC1(C(=O)Nc2ccc(F)c(Cl)c2)Cc2c(-c3cccc(C(F)(F)F)c3)ccnc2O1 (stereo not given)	5.8	-17.5
CCCCn1nnnc1C(c1ccccc1)N1CCN(C(C)=O)CC1 (stereo not given)	-3.5	-8.9

Five structures out of the list, ordered by length of the SMILES, descending.
smiles	CXCR6 inh	EBI2 block
CC1(C(=O)NS(=O)(=O)Cc2cccc(Cl)c2)CCN1C(=O)Cc1ccc(-c2ccccc2)cc1 (stereo not given)	-0.2	-8.2
COc1ccc(Nc2nnc(SCC(=O)N(CC(C)C)C3CCS(=O)(=O)C3)s2)cc1 (stereo not given)	-8.3	4.3
CCCOc1ccc(F)cc1-c1cc(C(=O)Nc2ccc(OC)nc2)[nH]n1	2.8	23.6
CC1(C(=O)Nc2ccc(Cl)c(Cl)c2)CCN1C(=O)CC1CCCC1 (stereo not given)	-12.8	10.6
CC1(C(=O)NS(=O)(=O)c2cccs2)CCN1C(=O)c1ccco1 (stereo not given)	-3.1	-3.4

Remaining list, next part
smiles	CXCR6 inh	EBI2 block
FC(F)(F)c1cc(Cl)c2nc(-c3ccc(Cl)cc3)c(Cc3ccccc3)n2c1	-1.0	6.4
COc1ccc(CN(C(C)=O)c2cc(C)c([N+](=O)[O-])cc2OC)cc1OC	7.2	-5.3
O=c1nc(Oc2ccccc2)nc2ncccn12	1.4	12.8
COc1ccc(-c2cc3ccccc3c(=O)o2)cc1	2.4	18.0
Cc1cc(S(=O)(=O)c2ccc(Cl)cc2)nc(S(=O)(=O)c2ccc(Cl)cc2)c1C#N	75.3*	-12.4
CCCCCCN1CCN(C2CN(CCCC)S(=O)(=O)C2)CC1 (stereo not given)	3.2	0.0
Cc1cccc(C)c1NC(=O)CN1CCN(c2ccc(C(F)(F)F)cn2)CC1	-0.8	-11.9
Cc1ccc(S(=O)(=O)N2[C@@H](c3ccc(Cl)cc3)C(C(=O)OC(C)(C)C)=CC[C@H]2c2ccc(Cl)c(Cl)c2)cc1	-6.0	-20.4
COc1cccc(C(O)c2nc(-c3ccccc3)cs2)c1 (stereo not given)	-9.9	-2.2
CCOC(=O)C1(C)CCCCCN1C(=O)c1ccc(C(=O)OC)cc1 (stereo not given)	-2.9	-1.8
Cn1nnnc1NN=Cc1ccccc1	-0.3	-1.1
COc1cccc(NC(=O)C2(C)CCN2C(=O)CCC2CCCC2)c1 (stereo not given)	-1.8	1.8
COc1ccc(-c2ccc(CN3C(C(C)C)C(=O)N(Cc4cn(CCC5OCCO5)nn4)CCS3(=O)=O)cc2)cc1 (stereo not given)	-2.4	6.2
COc1ccc(S(=O)(=O)N(C)C[C@@H]2Oc3cc(Br)ccc3S(=O)(=O)N([C@H](C)CO)C[C@@H]2C)cc1	1.4	12.3
CC(C)C[C@@H]1CC2=C(C(=O)OC(C)(C)O2)[C@H](c2ccc(Cl)cc2)O1	-2.9	0.8
Clc1ccc(-c2cccc3nccn23)c(Cl)c1	4.9	-15.3
CCOC1=C2[C@@H](CN(S(=O)(=O)c3ccc(C)cc3)[C@H]2c2ccccc2Cl)[C@H]2C(=O)N(C(C)(C)C)C(=O)[C@H]2C1	-7.5	9.0
COCCN1C[C@@H](CO)O[C@@H](n2cnc3c(N4CCCC4)ncnc32)C1	2.2	-1.5
Cn1nc(C(C)(C)C)cc1N1C(=O)CCC1(C)C(=O)Nc1ccc2ccccc2c1 (stereo not given)	-6.4	-1.2
O=S(=O)(O)Sc1ccccc1	-2.8	-0.5
CCCc1c(C(=O)N/N=C/c2ccoc2)nnn1-c1nonc1N	-3.5	-1.6
NCc1csc(Nc2ncccn2)n1	-2.2	-1.5
CS(=O)(=O)N(CC(=O)N1CCCC1)c1cccc(C(F)(F)F)c1	-3.9	-1.7
CCC(=O)N1CCC1(C)C(=O)Nc1ccc2nc(C)ccc2c1 (stereo not given)	-6.1	-3.6

In a second layout: five of the compounds above
Under each structure: CXCR6 inh, EBI2 block
CS(=O)(=O)N(CC(=O)N1CCCC1)c1cccc(C(F)(F)F)c1
  -3.9, -1.7
CCC(=O)N1CCC1(C)C(=O)Nc1ccc2nc(C)ccc2c1 (stereo not given)
  -6.1, -3.6
NCc1csc(Nc2ncccn2)n1
  -2.2, -1.5
COCCN1C[C@@H](CO)O[C@@H](n2cnc3c(N4CCCC4)ncnc32)C1
  2.2, -1.5
CCCc1c(C(=O)N/N=C/c2ccoc2)nnn1-c1nonc1N
  -3.5, -1.6

Carrying on:
smiles	CXCR6 inh	EBI2 block
CC1(C(=O)NCCC(F)(F)F)Cc2c(-c3ccccc3)ccnc2O1 (stereo not given)	-7.0	-8.5
CC(=O)Nc1ccc(NC(=O)C(NC(=O)c2ccc(Cl)cc2)C(C)C)cc1 (stereo not given)	-7.5	-0.8
CC(Sc1nc2ncc(Cl)cc2[nH]1)C(=O)Nc1ccccc1[N+](=O)[O-] (stereo not given)	0.8	2.0
CC1(C(=O)NS(=O)(=O)c2ccccc2)CCN1C(=O)Cc1ccccc1Cl (stereo not given)	-0.6	-0.8
C[C@H]1CN([C@@H](C)CO)S(=O)(=O)c2ccc(-c3cncnc3)cc2O[C@H]1CN(C)C(=O)NC1CCCC1	4.2	-3.9

Compound activity from PubChem BioAssay.
